CHOP inh – blocks CHOP induction under ER stress; CHO-K1 CHOP-promoter luciferase, tunicamycin-induced, 15-18 h; actives 3.8% (n = 220,000); inhibition, % at 10 µM;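 active = compounds that reduced the stress-induced luciferase reporter signal by more than about 70% of percent inhibition, limit read from the data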;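 note: 0% = tunicamycin plus vehicle and 100% = wells without tunicamycin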
TRPML3 ag – activates the human TRPML3 channel; AID 1448; HEK293 TRPML3-YFP, Fluo-8 calcium fluorescence; 100% = the carbachol control signal; Q8TDD5; actives 0.29% (n = 220,000); activation, % at 3 µM;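 active = activation above its plate's cutoff, the mean activation of the plate's test wells plus 3 SD, cut at about 12% in these data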;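 note: 0% = DMSO only wells and 100% = carbachol wells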
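Test system – HEK293 line with stable expression of human TRPML3-YFP channel · Control set – carbachol 87 µM final as high control (100%), DMSO as low control (0%) · Signal – Fluo-8 calcium dye fluorescence, ex 470-495, em 515-575 nm · Incubation – 1-h 37 °C dye load, 5-s basal, 120-s post-compound reads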
PPC-1+TRAIL kill – compounds killing PPC-1 cancer cells with TRAIL present (potentiator screen, no TRAIL-free arm); actives 0.41% (n = 220,000); cell killing (% activity), % at 4 µM; PPC-1 cells + TRAIL, ATPLite viability luminescence; AID 1443;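 active = cell killing above 50% in the first pass at 4 µM, then a duplicate retest at 5 µM averaging 50% or more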;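 note: plate controls were cells with TRAIL plus DMSO for no effect and medium-only wells lacking cells for full effect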
EBV gp42 inh – inhibitors of Epstein-Barr virus glycoprotein 42. actives 0.42% (n = 220,000). Q1HVG2. Fluorescence polarization binding assay, mP read-out. inhibition, % (tested at 21.74 µM). AID 1085; in the data active = inhibition above about 50%
Target sequence (Q1HVG2 whole entry, looked up): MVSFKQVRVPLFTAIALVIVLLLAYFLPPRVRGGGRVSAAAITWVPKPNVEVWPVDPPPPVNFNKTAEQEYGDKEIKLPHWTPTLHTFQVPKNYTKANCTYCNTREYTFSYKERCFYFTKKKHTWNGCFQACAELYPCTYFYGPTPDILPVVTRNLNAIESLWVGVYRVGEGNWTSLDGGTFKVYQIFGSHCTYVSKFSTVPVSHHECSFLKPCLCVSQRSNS
Runt-SMMHC FRET – inhibitors of human RUNX1 Runt domain binding to CBFb-SMMHC | Cerulean-Runt/Venus-CBFb-SMMHC FRET ratio 530/480, 1 h | actives 0.74% (n = 220,000) | AID 1434 | inhibition, % at 20 µM | Q01196+Q13951;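 active = mean inhibition across duplicate retests at 20 µM reaching about 50%, limit read from the data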;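 note: 0% = DMSO wells and 100% = wells with excess untagged CBFb-SMMHC; inhibitors lower the FRET ratio by blocking Runt binding to CBFb-SMMHC; some results filed as inactive read as strong as hits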
Target sequence (Q01196 whole entry, looked up, the tested form may be a part): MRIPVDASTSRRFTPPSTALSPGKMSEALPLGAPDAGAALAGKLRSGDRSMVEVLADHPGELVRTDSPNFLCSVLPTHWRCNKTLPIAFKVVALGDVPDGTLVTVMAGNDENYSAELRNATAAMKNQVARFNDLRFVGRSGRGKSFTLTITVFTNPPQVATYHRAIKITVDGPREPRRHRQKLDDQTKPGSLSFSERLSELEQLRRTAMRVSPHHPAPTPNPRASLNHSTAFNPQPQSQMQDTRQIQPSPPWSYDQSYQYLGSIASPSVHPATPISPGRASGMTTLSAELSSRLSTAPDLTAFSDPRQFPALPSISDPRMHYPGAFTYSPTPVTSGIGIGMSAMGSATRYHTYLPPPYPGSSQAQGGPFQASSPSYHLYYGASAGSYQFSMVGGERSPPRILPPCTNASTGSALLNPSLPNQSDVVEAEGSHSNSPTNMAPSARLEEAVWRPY
Target sequence (Q13951 whole entry, looked up, the tested form may be a part): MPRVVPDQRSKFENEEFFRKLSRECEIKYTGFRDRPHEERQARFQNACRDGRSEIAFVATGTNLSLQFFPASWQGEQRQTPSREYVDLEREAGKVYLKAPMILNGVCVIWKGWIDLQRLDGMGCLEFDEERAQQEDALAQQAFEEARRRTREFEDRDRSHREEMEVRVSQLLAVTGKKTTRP
MDM2 E3 inh – Mdm2 E3 ligase (human) inhibition; actives 0.11% (n = 210,000); cell-based MDM2 ubiquitination luciferase reporter, 2 h; 0 = plate control, 100 = twice control, blank-subtracted; Q00987; signal enhancement, % at 5 µM;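 active = signal enhancement of 30% or more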;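 note: luminescence tracks abundance of the self-degrading MDM2-luciferase fusion protein; higher signal means inhibition of MDM2 E3 ligase activity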
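Timing – 2 h compound exposure at 37 °C · Assay system – mammalian cells stably expressing self-ubiquitinating, self-degrading MDM2 E3–luciferase fusion · Amount – 2000 cells seeded into each well · Measure – % luminescence enhancement versus blank-corrected plate control mean · Measured by – SteadyLite luminescence, 15 min reagent step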
TRPN1 ag – activates the zebrafish TRPN1 channel | activation, % at 3 µM | HEK293 zebrafish TRPN1-YFP, Fluo-8 calcium fluorescence; 100% = response to 87 µM carbachol | AID 1424 | actives 0.18% (n = 220,000);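 active = activation above its plate's cutoff, the mean activation of test wells on that plate plus 3 SD, cut at about 19% in these data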;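 note: 0% = DMSO alone and 100% = 87 µM carbachol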
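Material: zebrafish TRPN1-YFP in HEK293 cells. Doses: one dose of 3 µM, 0.3% DMSO. Incubation: dye 1 h 37 °C plus 30 min RT. Measured by: intracellular calcium fluorescence with Fluo-8.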
TNF death inh – TNF-alpha cell death inhibition in Jurkat FADD-/- cells; actives 0.068% (n = 220,000); activation (protection from cell death), % at 10 µM; AID 463075; Jurkat FADD-/- TNF necroptosis rescue, ATP luminescence, 24 h; 0 = TNF only, 100 = no-TNF cells;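 active = activation, meaning protection from cell death, of at least 50% relative to plate controls; inactive = activation below 50%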;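 note: necroptosis triggered by 40 ng/mL TNF-alpha added together with compound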
NCF1 inh – p47phox (human) inhibition; actives 0.53% (n = 220,000); inhibition, % at 24.7 µM; p47phox/p22phox peptide binding, fluorescence polarization, 2 h; P14598; AID 1274;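 active = inhibition above about 30%, limit read from the data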;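 note: 0% = p47phox with labelled peptide and 100% = labelled peptide alone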
An asterisk follows results filed as active; x = no result given.

SMILES	CHOP inh	TRPML3 ag	PPC-1+TRAIL kill	EBV gp42 inh	Runt-SMMHC FRET	MDM2 E3 inh	TRPN1 ag	TNF death inh	NCF1 inh
CCc1ccc(NC(=O)CCc2nc3ccccc3[nH]2)cc1	-5	0.4	31	-9	-2	2	-0.3	3.7	-3
Cc1ccc(/C=C/C(=O)Nc2cccc(S(=O)(=O)N3CCOCC3)c2)o1	13	0.6	15	-7	-6	-12	1.0	-1.1	-12
O=C(NN=C1C2CC3CC(C2)CC1C3)c1ccccc1O	-9	0.6	-10	-11	2	-11	2.4	2.9	1
CC(=O)Nc1ccc(SCC(=O)N(CCC#N)c2cc(C)cc(C)c2)cc1	-20	1.4	7	-22	-3	-10	1.2	-0.3	-2
FC(F)(F)c1cnc(N2CCC(=NOCc3ccc(Cl)cc3)CC2)c(Cl)c1	8	0.7	-3	-2	-6	-9	-0.1	-1.9	1
Cc1nc(S(=O)(=O)c2ccc(Cl)cc2)c(NCc2ccccc2)o1	40	0.6	-18	-7	-2	-7	0.7	-0.8	-6
CN(C(=O)CSC1=Nc2ccccc2C2=NC(c3ccccc3)C(=O)N12)C1CCCCC1 (configuration not stated)	-15	-0.9	14	-19	-2	-29	-0.8	-0.1	-11
Cc1cccc(N2CC(C(=O)O)CC2=O)c1C (configuration not stated)	-21	0.8	14	-7	-4	-10	-0.4	1.9	0
COc1ccc(N2CCN(C(=O)C34CCC(C)(C(=O)C3)C4(C)C)CC2)cc1 (configuration not stated)	18	0.6	-6	-3	-2	-18	0.9	-3.0	-2
Cc1c(C(=O)Nc2ccc(-c3nnc4n3CCCCC4)cc2)oc2ccc(Br)cc12	8	-0.1	-2	-8	-6	4	3.2	3.6	-75
CC(=O)Nc1nnc(COc2ccc(Cl)cc2)s1	16	1.0	26	-20	-6	7	2.5	0.3	-8
O=S(=O)(NCCCO)c1ccc2c(c1)Cc1cc(S(=O)(=O)NCCCO)ccc1-2	4	-0.9	8	-3	-2	-10	0.7	1.7	-12
CCOc1ccc(Br)cc1S(=O)(=O)NC(=O)c1ccccc1	17	0.9	15	-5	-3	-1	2.2	0.1	-8
Cc1ccc(NC(=O)c2ccc(OC(=O)CCN3C(=O)c4ccccc4C3=O)cc2)cc1	19	0.6	26	-3	-9	-29	0.0	1.3	14
CCOC(=O)c1oc2nc(CC(C)C)c3c(c2c1N)CCCC3	17	-0.8	5	3	-9	-4	-2.2	0.7	4
O=C(COc1ccccc1-c1ccccc1)N/N=C/c1cccc2ccccc12	35	0.4	-4	-7	2	-8	0.3	-19	-15
O=C(CCn1nnc2ccccc21)N1CCC(O)(c2cccc(F)c2)CC1	12	-0.1	8	-10	0	-16	0.9	1.4	3
CCN(CC)C(=O)c1ccc(COc2ccccc2Br)o1	29	-1.5	-10	-9	3	-12	-0.7	-2.0	1
COc1cc(-c2cc(C(=O)N3CCN(c4ccccn4)CC3)c3ccccc3n2)cc(OC)c1OC	10	-0.4	x	1	x	-11	-0.1	-9.0	12
COc1ccc(NS(=O)(=O)c2ccc(N3CCOCC3)c(NC(=O)c3ccccc3Cl)c2)cc1	3	-0.3	-7	-12	2	9	-2.0	3.3	-5
CCC(=O)Nc1sc(C(=O)Nc2ccccc2OC)c(C)c1C(=O)OC	9	-0.4	16	0	-5	-5	1.8	0.9	-10
COc1ccc(/C=c2\sc3nc(-c4ccccc4)c(-c4ccccc4)n3c2=O)cc1OC	-18	0.4	15	-13	0	-14	0.9	1.1	-47
O=C(NCCC1=CCCCC1)C1CCN(S(=O)(=O)c2cccc3cccnc23)CC1	7	0.6	3	0	0	-10	3.8	-0.9	-4
COc1cc(NC(=O)COC(=O)CNC(=O)c2ccc(C)cc2)c(C)cc1[N+](=O)[O-]	13	-1.0	9	-21	-4	-14	-1.0	0.0	-6
COc1ccc(C2=NCN(c3ccc(C)cc3)C(=S)N2)cc1	-4	0.1	14	-15	3	-10	1.2	-0.9	-3
COCC(C)NC(=O)CSc1nnc(-c2cccc(S(=O)(=O)N3CCCCC3)c2)o1 (configuration not stated)	-24	0.1	-4	-9	2	-10	1.4	0.8	-5
Cc1cccc(NC(=O)c2ccc(COc3cccc4ccccc34)o2)n1	42	0.3	17	-29	-2	-3	0.0	1.0	-32
Cc1ccc2nc(Cl)c(/C=N/Nc3nc(C)cc(C)n3)c(=O)n2c1	18	0.5	36	15	-20	-19	-0.5	2.7	-6
COc1ccc(S(=O)(=O)NCC2CCCN(CC(C)(C)C)C2)cc1 (configuration not stated)	-7	0.0	0	-16	3	-8	0.7	1.3	-16
COc1ccc(CNC(=O)c2cccnc2SC)cc1OC	23	1.0	12	-17	3	-23	0.3	2.6	0
CNC(=O)COC(=O)c1cc(F)c(F)cc1Cl	22	0.3	12	-2	0	-28	1.6	-2.6	3
CCOC(=O)N1CCN(CC(=O)c2ccc3c(c2)CCN3C(C)=O)CC1	27	1.0	3	-8	2	-12	-0.9	-0.9	49*
CCSc1ccc2nnc(-c3ccc(F)cc3)n2n1	25	-1.7	2	-13	0	-16	-1.7	-0.8	12
COc1ccc2c(-c3ccccc3)cc(SCC(=O)NC3CCS(=O)(=O)C3)nc2c1 (configuration not stated)	31	0.7	-4	-20	-4	-9	-0.1	1.9	-9
O=C(NNc1nc2c(F)cccc2s1)c1ccccc1	8	1.1	-2	0	2	-18	0.4	0.1	2
Cc1ccc(NC(=O)CSc2nccn2Cc2ccccc2)cc1C	5	-0.5	22	-6	2	13	-0.1	0.5	-16
Nc1nnc(SCc2ccc(F)cc2)n1-c1ccccc1	38	0.9	18	0	2	11	-0.2	-1.1	-18
O=C(COc1ccccc1)N1CCN(c2ccc([N+](=O)[O-])c(N3CCCCC3)c2)CC1	39	-0.3	5	-13	-6	-8	-1.8	-3.2	-15
CC(C)c1nnc(NC(=O)C2CCCO2)s1 (configuration not stated)	5	0.4	8	-3	1	6	1.5	0.8	2
CN1CCN(C(=O)/C(C#N)=C/c2ccc(OC(F)F)cc2)CC1	-15	0.9	5	-10	5	x	1.0	2.0	-1
COC(=O)c1ccc(Nc2cc(C)nc3ccc(C)cc23)cc1	-21	0.6	18	-6	3	-16	0.7	-24	-11
CCN(CC)CCCNC(=O)c1sc2ncn(CC(=O)Nc3ccc(C)c(Cl)c3)c(=O)c2c1C	10	-0.8	13	-2	-2	6	-0.2	1.5	-5
COc1ccc(NC(=O)Cn2c(-c3ccc(OC)cc3)cn(-c3ccc(C)cc3)c2=O)cc1	47	0.8	13	-16	-7	-8	0.6	1.3	6
Cc1ccc(NC(=O)c2ccc3c(c2)C(=O)N(Cc2cccnc2)C3=O)c(C)c1	-1	0.2	14	1	2	-4	2.0	-0.7	-3
CCC(Sc1nc2cc(OC)c(OC)cc2c(=O)n1Cc1ccco1)C(=O)NCCOC (configuration not stated)	-21	0.2	-17	-13	3	-27	1.5	0.5	-12
C=CCNC(=S)NNC(=O)c1ccc(=O)n(Cc2ccccc2)c1	15	0.9	3	-9	2	3	-0.8	0.4	-1
COc1ccc(NC2=Nc3ccccc3CC2)cc1	1	0.4	17	-8	0	-12	-0.3	3.4	-4
c1ccc(-c2noc(CN3CCN(c4ccccc4)CC3)n2)cc1	86*	-0.1	16	-8	-3	-10	-0.2	-0.9	-5
O=C1CN(S(=O)(=O)c2ccccc2C(F)(F)F)CCN1	2	1.1	6	-7	0	-6	1.3	0.6	-8
O=C(O)c1ccc(COc2ccccc2/C=C2\NC(=O)N(Cc3ccccc3F)C2=O)cc1	0	-0.2	25	12	-10	-14	-1.4	0.7	-6
C/C(=N\NC(=O)CCc1ccc(S(=O)(=O)N2CCOCC2)cc1)c1ccccc1Cl	11	0.5	21	-4	-1	-18	-1.1	3.3	0
COc1ccc(-c2nsc3c(N4CCCC4)ncnc23)cc1	90*	-0.4	5	-10	-1	-89	0.1	-2.9	-10
Cn1c(=O)[nH]c(=O)c2c1nc(N1CCOCC1)n2CCSc1nc2ccccc2[nH]1	12	-0.2	21	-1	0	5	1.1	-0.2	0
CCC(CC)C(=O)NCCc1cc2ccc(OC)cc2[nH]c1=O	-42	0.4	-9	-7	2	-11	0.8	0.7	5
Cc1ccc(NC(=O)CSCc2ccco2)cc1	-14	1.3	26	8	6	-21	0.1	14	-14
Cc1ccc(Nc2cnn(C34CC5CC(CC(CC(=O)O)(C5)C3)C4)c(=O)c2Cl)cc1	-8	0.1	14	5	2	-2	-0.4	0.3	-15
Cn1c(=O)c2c(nc(N3CCOCC3)n2CCCNC2=NCCC2)n(C)c1=O	30	0.1	7	-2	0	-3	0.4	1.2	-5
C=CCn1c2ccccc2c2nnc(SCC(=O)NC(C(=O)OC)C(C)C)nc21 (configuration not stated)	6	0.4	22	1	-1	-9	-1.3	-1.1	2
Cc1occc1C(=O)Nc1ccc(S(=O)(=O)N2CCN(C)CC2)cc1	-7	0.8	20	-15	0	-4	0.5	0.1	-3
Cc1ccc(OCC(=O)N(C)CC(=O)Nc2ccc(F)cc2)c([N+](=O)[O-])n1	10	-0.3	6	15	-3	20	1.2	0.0	-8

The last four records of the part above open the next one.
SMILES	CHOP inh	TRPML3 ag	PPC-1+TRAIL kill	EBV gp42 inh	Runt-SMMHC FRET	MDM2 E3 inh	TRPN1 ag	TNF death inh	NCF1 inh
Cn1c(=O)c2c(nc(N3CCOCC3)n2CCCNC2=NCCC2)n(C)c1=O	30	0.1	7	-2	0	-3	0.4	1.2	-5
C=CCn1c2ccccc2c2nnc(SCC(=O)NC(C(=O)OC)C(C)C)nc21 (configuration not stated)	6	0.4	22	1	-1	-9	-1.3	-1.1	2
Cc1occc1C(=O)Nc1ccc(S(=O)(=O)N2CCN(C)CC2)cc1	-7	0.8	20	-15	0	-4	0.5	0.1	-3
Cc1ccc(OCC(=O)N(C)CC(=O)Nc2ccc(F)cc2)c([N+](=O)[O-])n1	10	-0.3	6	15	-3	20	1.2	0.0	-8
O=C(Nc1cccc(C(F)(F)F)c1)c1cc2ncc(Br)cn2n1	79*	0.5	25	18	-4	-22	-0.8	-0.6	-22
CC[n+]1c(/C=C/Nc2ccccc2)oc2ccccc21	-3	-0.6	5	-65	15	-1	0.8	-2.2	-3
CCCCCCCCn1c(=O)c(C(=O)OC)c(N)c2ccccc21	66	1.2	17	-1	-9	-15	0.5	-20	-2
CN(NC(=O)c1ccc(Cl)cc1Cl)C1=NS(=O)(=O)c2ccccc21	9	0.7	-3	3	0	-5	-0.1	-0.5	7
O=C(NCc1n[nH]c(=S)n1-c1ccccc1)c1cccs1	1	0.5	17	1	6	-11	-0.2	-0.2	1
O=C(NC1(C(F)(F)F)NC(=O)N(c2ccccc2)C1=O)c1cccs1 (configuration not stated)	24	0.3	12	6	0	-8	-0.5	0.3	-5

Screening results (PubChem BioAssay)
